# LANA DNA inh – KSHV C-LANA DNA binding inhibition | MBP-C-LANA/FAM-LBS DNA binding, fluorescence polarization | inhibition, % at 9 µM | hit rate 0.078% among 340,000 | AID 504423;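 active means highest replicate inhibition at or above 60% at 9 µM, even if other replicates fall short; inactive means all replicates below 60% inhibition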;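 further: 0% = neutral control wells and 100% = 4 µM acridine orange control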
# SR-BI DiI-HDL act – SR-BI HDL lipid transfer activation. hit rate 0.096% among 320,000. CHO ldlA[mSR-BI] cells, DiI-HDL uptake fluorescence, 3 h; 100 = double the neutral-control signal. activation, % at 12.5 µM;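 active means mean replicate activation of at least 60% and every replicate at or above 60%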;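 further: 0% = median plate neutral-control signal and 100% = twice that signal; values of inactives mirror those of a sister screen read the other way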
#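 Material – SR-BI-overexpressing, LDLR-lacking CHO cells · Medium – BSA-supplemented, HEPES-buffered Ham's F12, pH 7.4 · Doses – single concentration · Times – compound with DiI-HDL co-incubation, 3 h at 37 °C · Measured by – bottom-read fluorescence, 550/595 nm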
# CAL PDZ FP-1 – inhibitors of human CAL PDZ peptide binding | purified CAL PDZ, TMR-peptide fluorescence polarization, 1 h | inhibition, % at 20 µM | hit rate 0.02% among 330,000 | AID 504414;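 active means highest replicate inhibition of at least 40%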;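 further: plate controls were DMSO neutral control wells for no effect and unlabeled competitor peptide control wells for full effect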
#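 material = purified tagged CAL PDZ domain construct (CerCALP) | compound dosing = 20 µM, one dose | times = 1 h at RT | measured by = fluorescence polarization from S- and P-plane intensities, G-factor corrected | read-out = inhibition from polarization loss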
# RTF Ca sens inh – cardiac RTF calcium desensitization; P19429+P45379; IANBD-labeled cardiac RTF, Ca2+ fluorescence; inhibition, % at 7.15 µM; hit rate 0.12% among 340,000; AID 493244;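 active means inhibition above the mean inhibition of all tested compounds plus 3 SD, cut at about 17% in these data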;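 further: assay run at fixed EC70 calcium of 1.6 mM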
# Rtt109 HAT inh – C. albicans Rtt109 histone acetyltransferase inhibition; Q5AAJ8; purified Rtt109/Vps75, ThioGlo CoA-SH fluorescence, 4 h; inhibition, % at 34.9 µM; hit rate 0.16% among 330,000;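 active means inhibition of at least 50% in every replicate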
# RTF Ca sens act – cardiac RTF calcium sensitization. hit rate 0.24% among 340,000. IANBD-labeled TnC RTF fluorescence at EC20 calcium; 0% EC20 calcium, 100% full calcium. activation, % at 7.2 µM. AID 493008. P19429+P45379;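 active means activation above the mean over all tested compounds plus 3 SD, cut at about 30% in these data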;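 further: rise in fluorescence read as greater calcium sensitivity of cardiac thin filaments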
# Keap1 Nrf2 FP – disrupts human Keap1 binding to Nrf2 peptide; Q14145; AID 504523; hit rate 0.15% among 340,000; inhibition, % at 9.4 µM; Keap1 Kelch-Nrf2 peptide fluorescence polarization, 1536-well; in the data active means inhibition above about 12%;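 further: human Keap1 Kelch domain with fluorescein labeled Nrf2 9mer peptide probe; 0% = neutral control wells and 100% = peptide positive control; higher means more block of Keap1 binding to Nrf2 peptide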
# Target sequence (Q14145 whole entry, looked up, the tested form may be a part): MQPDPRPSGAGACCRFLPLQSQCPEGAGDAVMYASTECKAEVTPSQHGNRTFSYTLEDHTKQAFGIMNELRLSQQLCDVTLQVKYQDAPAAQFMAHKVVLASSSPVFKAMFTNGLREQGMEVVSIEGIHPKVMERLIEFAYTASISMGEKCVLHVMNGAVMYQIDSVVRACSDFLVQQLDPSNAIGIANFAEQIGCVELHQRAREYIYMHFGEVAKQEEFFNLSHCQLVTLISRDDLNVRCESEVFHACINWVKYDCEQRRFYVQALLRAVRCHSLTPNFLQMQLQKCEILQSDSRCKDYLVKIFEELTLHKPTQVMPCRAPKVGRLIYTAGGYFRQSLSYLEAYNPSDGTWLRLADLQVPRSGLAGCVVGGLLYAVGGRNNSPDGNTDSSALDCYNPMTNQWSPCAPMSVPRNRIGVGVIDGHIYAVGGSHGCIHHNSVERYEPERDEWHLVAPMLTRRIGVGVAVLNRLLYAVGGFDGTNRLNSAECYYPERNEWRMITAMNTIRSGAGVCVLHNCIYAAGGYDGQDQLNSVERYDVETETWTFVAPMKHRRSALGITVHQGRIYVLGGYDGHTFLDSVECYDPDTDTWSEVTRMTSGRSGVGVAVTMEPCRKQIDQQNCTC
# CAL PDZ FP-2 – CAL PDZ (human) peptide binding inhibition. Q9HD26. purified CAL PDZ, TMR-peptide fluorescence polarization, 1 h. inhibition, % at 24.9 µM. hit rate 0.92% among 300,000. AID 602252;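 active means mean inhibition of at least 30% with at least half of replicates also reaching 30%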;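 further: 0% = DMSO neutral control and 100% = excess unlabeled competitor peptide PRC23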
# DAGLB inhibitor – diacylglycerol lipase beta (human) inhibition | inhibition, % at 5.17 µM | Q8NCG7 | hit rate 0.059% among 340,000 | HEK293T DAGLB membrane lysate, EnzChek fluorogenic substrate; in the data active means inhibition above about 34%;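 further: 0% = enzyme with vehicle and 100% = wells lacking enzyme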
# PKA-R2B act – activates the human PKA-R2B holoenzyme complex; P22694+P31323; PKA-R2B holoenzyme dissociation, Cy5-IP20 fluorescence polarization; R2B truncated from residue 108, S112A mutant; 0% DMSO only, 100% 113 µM cGMP; activation, % at 11.4 µM; hit rate 0.079% among 340,000;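 active means activation above a cutoff set at the mean over all compounds plus 3 SD, cut at about 18% in these data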;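 further: higher means more holoenzyme dissociation and a rise in polarization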
# Target sequence (P31323 whole entry, looked up, other chains not shown, the tested form may be a part): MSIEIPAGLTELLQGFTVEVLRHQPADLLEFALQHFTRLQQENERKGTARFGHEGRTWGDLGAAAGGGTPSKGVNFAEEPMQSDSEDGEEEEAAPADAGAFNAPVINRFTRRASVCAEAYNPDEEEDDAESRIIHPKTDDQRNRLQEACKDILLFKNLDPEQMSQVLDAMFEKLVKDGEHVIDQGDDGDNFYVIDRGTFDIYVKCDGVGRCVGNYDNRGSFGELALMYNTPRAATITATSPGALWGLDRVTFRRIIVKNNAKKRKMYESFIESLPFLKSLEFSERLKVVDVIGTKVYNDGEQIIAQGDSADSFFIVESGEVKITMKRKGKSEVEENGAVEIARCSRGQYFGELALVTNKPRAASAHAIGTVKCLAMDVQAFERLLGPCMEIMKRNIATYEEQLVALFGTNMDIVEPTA
# An asterisk follows results filed as active; · = not tested or not shown.
SMILES,LANA DNA inh,SR-BI DiI-HDL act,CAL PDZ FP-1,RTF Ca sens inh,Rtt109 HAT inh,RTF Ca sens act,Keap1 Nrf2 FP,CAL PDZ FP-2,DAGLB inhibitor,PKA-R2B act
O=C(NCc1ccccc1)c1ccc2c(=O)n(CCCN3CCCC3=O)c(=S)[nH]c2c1,0.0,-12,-6.5,-2,4,-1,-3,-3,0,6
O=C(Cn1cc2c(n1)CCCC2)NC1CCN(Cc2ccccc2)CC1,0.0,4,0.0,-3,0,-2,0,·,-1,-11
CCCc1cc(C(=O)Cc2ccc(C(=O)OCC)o2)c(O)cc1O,-1.4,-29,0.2,-8,-2,9,-7,-5,-1,-5
Cc1ccnc(NC(=O)CCC(=O)N(CC(=O)NCCc2ccccc2)Cc2cccs2)c1,0.6,17,-1.3,-2,-1,0,-3,4,0,7
Cc1ccc(/C=C/C(=O)O)cc1S(=O)(=O)NCc1ccco1,-1.1,-6,0.4,1,-8,3,-3,-1,0,-8
CO/N=C(/CN1CCCCC1)c1ccc(Cl)cc1,-0.9,-4,-1.2,-1,-1,-1,-1,-5,-2,0
CCc1ccc(C(=O)CN2C(=O)NC(C)(c3ccc(C)cc3)C2=O)cc1 (stereo not given),-0.9,32,-1.6,-13,13,-4,-4,·,-2,-2
COC(/C(=N/O)c1ccc(Cl)cc1)c1ccccc1 (stereo not given),1.3,-4,-0.9,2,-14,-7,4,-5,-7,-6
CC(C)Cc1ccc(CN2CCCC(NC(=O)c3cnc4ccccn4c3=O)C2)cc1 (stereo not given),1.3,-5,-1.0,-4,6,1,-6,-1,1,2
CCN(CC)c1ccc(C(=O)NNC(=O)CNC(=O)c2cccs2)cc1,0.7,3,-0.3,-4,4,-2,-2,-4,-1,-12
Cc1nn(CC(=O)NC(C)C(C)C)c(C)c1S(=O)(=O)N1CCCCC1 (stereo not given),-0.3,10,1.3,-9,-2,3,1,2,-2,5
Cc1ccc(C(C)NC(=O)c2cc3ccccc3oc2=O)cc1C (stereo not given),-1.9,33,-1.0,-5,-3,-7,-4,7,-4,-10
Cc1cc(C)cc(Oc2coc3cc(OC(=O)c4cccnc4)ccc3c2=O)c1,0.0,24,-1.7,-2,-5,-7,-6,-3,-3,4
N#CCCn1nc(-c2ccc([N+](=O)[O-])cc2)cc1Nc1ccccc1NC(=O)C(F)(F)F,-0.6,-22,-2.5,2,7,5,-1,-2,-2,-11
COc1cc(/C=C2\Oc3cc(O)ccc3C2=O)ccc1O,-12,19,-0.4,-50,-143,41*,-26,-4,-6,6
O=C(Nc1nccs1)c1cc2sccc2n1Cc1ccc(F)cc1,-1.1,31,-3.4,5,26,3,-5,-1,-3,1
COc1cccc(/C=C2\Oc3cc(OCC(=O)N4Cc5ccccc5C[C@H]4C(=O)O)ccc3C2=O)c1,3.0,-6,-1.5,4,2,0,-1,0,8,1
CCOCCOc1nc2c(c(=O)n(C)c(=O)n2C)n1CCc1ccccc1,-0.1,-15,-1.0,-3,2,1,-2,-3,-1,-4
CCc1cccc(CC)c1NC(=O)CN1CC(C)SC1=NC1CCCCC1 (stereo not given),2.3,-1,-2.9,-11,0,-5,1,5,-5,-3
CCOC(=O)C1CCN(C(=O)Nc2ccc(Cl)cc2)CC1,1.0,-19,-0.3,-3,9,3,1,·,-2,-20

# Part of the list above in a different format.
# Below each SMILES: LANA DNA inh | SR-BI DiI-HDL act | CAL PDZ FP-1 | RTF Ca sens inh | Rtt109 HAT inh | RTF Ca sens act | Keap1 Nrf2 FP | CAL PDZ FP-2 | DAGLB inhibitor | PKA-R2B act
CCOC(=O)C1CCN(C(=O)Nc2ccc(Cl)cc2)CC1
  1.0 | -19 | -0.3 | -3 | 9 | 3 | 1 | · | -2 | -20
CCOCCOc1nc2c(c(=O)n(C)c(=O)n2C)n1CCc1ccccc1
  -0.1 | -15 | -1.0 | -3 | 2 | 1 | -2 | -3 | -1 | -4
COc1cc(/C=C2\Oc3cc(O)ccc3C2=O)ccc1O
  -12 | 19 | -0.4 | -50 | -143 | 41* | -26 | -4 | -6 | 6
Cc1nn(CC(=O)NC(C)C(C)C)c(C)c1S(=O)(=O)N1CCCCC1 (stereo not given)
  -0.3 | 10 | 1.3 | -9 | -2 | 3 | 1 | 2 | -2 | 5

# (listing goes on)
SMILES,LANA DNA inh,SR-BI DiI-HDL act,CAL PDZ FP-1,RTF Ca sens inh,Rtt109 HAT inh,RTF Ca sens act,Keap1 Nrf2 FP,CAL PDZ FP-2,DAGLB inhibitor,PKA-R2B act
Cn1c(=O)n(CC(=O)NCc2cccnc2)c2ccccc21,-0.1,-30,0.2,-3,-3,-3,1,-2,0,1
COc1ccc(NC(=O)CSCC(=O)OCc2cccc(OC)c2OC)cc1,0.1,-3,-2.3,-5,7,-3,-4,-1,-3,2
COc1ccc(NC(=O)c2cc(N3C(=O)C4C5CCC(C5)C4C3=O)ccc2Cl)c(OC)c1 (stereo not given),0.6,-25,0.1,-1,7,0,-10,-7,-4,-10
CCOC(=O)c1cnc2sccn2c1=O,-0.8,15,-0.3,-7,4,5,2,4,0,4
O=C(O)CNc1nc(Cl)ccc1[N+](=O)[O-],-1.8,22,-4.2,-1,-2,2,2,6,-3,-8
COc1ccc([C@H]2/C=C\CN(C(=O)c3ccccc3)[C@@H](C)C(=O)N2Cc2ccc(F)cc2)cc1,2.5,11,-1.5,1,-1,0,2,0,-5,6
COc1ccccc1C1C(C(N)=O)=C(C)Nc2nc(CCCO)nn21 (stereo not given),-1.0,-21,-0.5,-5,0,-5,-9,1,3,-10
CC(/C=N\Nc1nnc2c(n1)[nH]c1c(C)cccc12)=C\c1ccco1,-0.9,20,-0.5,-3,-8,-4,0,1,5,2
CCCCn1c(SCc2ccc(C(=O)OC)o2)nc2cc(S(N)(=O)=O)ccc21,-1.6,-19,-2.6,-12,-4,-1,3,-3,-2,-1
O=C(Nc1ccc2c(c1)OCCO2)c1c(F)cccc1F,1.1,3,-2.9,2,-6,2,-4,0,-3,3
CCCSc1nnc(NC(=O)c2sc3nc(-c4cccs4)ccc3c2N)s1,0.8,-22,-2.7,-18,8,8,-8,-3,4,-8
Oc1ccccc1N=Cc1ccc[nH]1,-0.6,35,-1.3,1,3,-7,-6,-3,5,-10
CC1CCN(S(=O)(=O)c2ccc3c(c2)oc(=O)n3CC(=O)NCc2ccc3c(c2)OCO3)CC1,-0.2,9,-0.2,-7,15,0,-1,·,-2,-8
COC(=O)c1ccc(C(=S)NCC2(N(C)C)CCCCC2)cc1,-0.2,·,-3.1,-2,6,7,0,-4,-1,8
CC(C)Cc1nn2c(=O)cc(O)nc2s1,-0.5,-3,-2.2,-39,·,-4,-5,2,1,0
COc1ccc(CNCC(O)(c2ccccc2)c2ccc(F)cc2)cc1 (stereo not given),-0.2,-6,-0.2,-5,2,6,4,1,-5,-5
COc1ccc(Cc2nnc(SCC(=O)NCC3CCCO3)o2)cc1 (stereo not given),0.9,12,-2.4,0,14,-4,-3,-1,1,-9
O=C(O)CCS(=O)(=O)c1ccccc1Cl,-0.2,-9,-1.4,-9,1,1,-5,·,-1,1
O=C(c1cc(COc2c(F)cccc2F)on1)N1CCC(c2ccncc2)CC1,-1.1,15,-2.2,-9,2,1,1,-1,0,1
O=C1CC(c2cccs2)CC2=C1C(c1ccccc1)n1ncnc1N2 (stereo not given),-2.3,2,-2.1,-5,8,3,-1,-4,1,5
COc1ccc(C(O)P(=O)(OC(C)C)OC(C)C)cc1OC (stereo not given),-8.8,6,-0.1,-5,-5,2,-4,1,4,5
C#CCn1c(-c2ccccc2)ccc(C#N)c1=O,0.1,-19,-2.4,8,-6,-3,3,0,-6,4
COC(=O)N/N=C/c1cc(Cl)cc(Cl)c1OCc1ccccc1,-2.9,-31,-2.8,4,16,-9,-6,0,-2,-4
CCC(c1nnnn1Cc1cccs1)N1CCN(c2nc3ccccc3s2)CC1 (stereo not given),-0.6,-29,-2.8,1,30,-1,0,0,0,-4
CS(=O)(=O)Nc1ccc(C(=O)NCCSC2CCCCC2)cc1,4.5,25,·,1,-6,3,-4,-6,-1,-11
O=C(Cc1ccc(Br)cc1)Nc1cccc(S(=O)(=O)N2CCOCC2)c1,1.0,-20,-0.1,5,2,-5,1,-2,-1,3
Cc1ccc(OCC(=O)c2cc(C)n(Cc3ccco3)c2C)c([N+](=O)[O-])n1,-13,9,-1.0,-7,4,1,0,-3,0,-4
O=C(Nc1ccccc1)/C(=C/c1ccc(F)cc1)NC(=O)c1ccco1,0.3,-1,0.8,-10,3,-5,-4,13,0,5
COc1cccc(CCc2nnc(CCC(=O)N3CCCC3c3nccs3)o2)c1 (stereo not given),0.7,18,-0.2,1,-6,1,-2,·,-2,6
Cc1cccc(OCCC(=O)NCC(c2ccccc2)N(C)C)c1 (stereo not given),-0.3,-9,-0.8,-5,-6,-1,1,-1,0,4
COCCCNC(=O)CC(NS(=O)(=O)c1ccc(C)cc1)c1ccc(OC)cc1 (stereo not given),1.3,15,-2.5,-1,·,-1,-5,0,1,-8
Cc1c(C)n(CCc2ccccc2)c2ncnc(NN)c12,-0.7,-47,-1.0,-9,-2,-3,6,-6,-1,-20
COc1ccc(C(=O)COC(=O)c2ccc(Cl)nc2)c(OC)c1,-0.4,-27,-3.0,1,-5,-1,-2,-7,-1,-6
CCOC(=O)N1CCN(C(=O)Cn2ccc3ccccc3c2=O)CC1,1.5,8,-1.8,-1,-2,-9,-2,0,-1,-5
O=C(/C=C/c1ccc(Cl)cc1)NC1CCS(=O)(=O)C1 (stereo not given),-1.3,23,-0.7,-4,6,0,0,1,-2,-4
Cc1ccc(C(=O)CSc2nsc(C)c2C#N)cc1,0.1,-12,-2.1,5,-5,-3,-6,-2,-4,-11
CCN1CCN(S(=O)(=O)c2ccc(Cl)c(C(=O)NC3CCCC3)c2)CC1,0.8,25,-0.1,-5,1,1,-1,·,-1,-9
Cc1ccc(NC2CCCN(C(=O)c3cnsn3)C2)cc1C (stereo not given),-0.5,10,-3.1,-7,-1,4,-7,-3,-1,-16
COc1cc(C2/C(=C(\O)c3ccc4c(c3)CC(C)O4)C(=O)C(=O)N2Cc2ccco2)ccc1O (stereo not given),-1.1,10,-3.4,3,0,-5,3,-3,1,0
CCc1ccccc1NC(=O)C(CC)Sc1nc2cc3c(cc2c(=O)n1Cc1ccco1)OCO3 (stereo not given),0.1,3,-0.9,2,1,-1,-3,5,0,7
COc1cccc(NC(=O)CN(C)C(=O)CNC(=O)c2ccc(Oc3ccccc3)cc2)c1,3.1,-22,-1.8,0,5,15,-7,-1,3,-9
Cn1c(=O)c2cc(S(=O)(=O)Nc3cccc(F)c3)ccc2n(C)c1=O,0.8,20,-3.5,-8,4,7,-3,-7,-2,5
Cc1c(C)c2ccc(OCC(=O)N[C@@H](Cc3ccccc3)C(=O)O)cc2oc1=O,0.6,7,1.2,6,5,-4,1,2,3,-9
Cc1ccccc1NC(=O)CN1C(=S)NC(C)(C)CC1C (stereo not given),0.3,9,0.0,-5,-6,-8,-7,-2,3,-2

# Screening data deposited in PubChem BioAssay by several laboratories.
